Growth percent in the NCI-60 one-dose screen (48 h, 10 µM unless noted): 100 = growth as untreated, 0 = no growth, -100 = all killed.
M14: M14 melanoma; 6.2% of 80,000 active
SK-MEL-5: SK-MEL-5 melanoma; 6.4% of 80,000 active; AID 1794755
LOX IMVI: LOX IMVI melanoma. 7.4% of 79,000 active
HOP-92: HOP-92 NSCLC cells; 6.3% of 71,000 active
EKVX: EKVX NSCLC; 3% of 71,000 active
CCRF-CEM: CCRF-CEM leukemia; AID 1794778; 7% of 77,000 active
A549/ATCC: A549/ATCC NSCLC | 3.7% of 81,000 active
HOP-62: HOP-62 NSCLC; 3.9% of 80,000 active; AID 1794735
Starred values were filed as active, the others as inactive; . = no result given; & = joins results of further samples. The calls were made as follows: active = growth percent below 10; inactive = the rest.

SMILES | M14 | SK-MEL-5 | LOX IMVI | HOP-92 | EKVX | CCRF-CEM | A549/ATCC | HOP-62
O=c1nc(NO)ccn1C1CCCO1 (stereo not drawn) | 131 | 112 | 100 | . | 97 | 96 | 106 | 104
OCC(S)CS (stereo not drawn) | 74 | 76 | 86 | . | 95 | 83 | 83 | 103
O=C(/C=C/c1ccccc1)Nc1ccccc1-c1nc2ccccc2c(=O)[nH]1 | 95 | 97 | 96 | 64 | 104 | 92 | 88 | 85
C[N+](C)(C)CCOC(=O)c1ccc(OCc2ccccc2C(F)(F)F)cc1 | 96 | 101 | 100 | 93 | 93 | 106 | 101 | 94
Cc1ccc2nc(NC(=O)CSc3nc(-c4ccccc4)c(C#N)c(N4CCOCC4)n3)sc2c1 | 96 | 89 | 95 | 73 | 75 | 91 | 73 | 86
CN(C)C(=S)Nc1ccccc1 | 94 | 119 | 99 | 69 | 102 | 116 | 87 | 88
Cc1ccc(S(=O)(=O)Oc2ccc([N+](=O)[O-])cc2)cc1 | 114 | 107 | 112 | 65 | 113 | 86 | 105 | 103
Cn1cccc1C(=O)C1C(c2ccc(Cl)cc2Cl)C2CSCN2C12C(=O)Nc1ccc(Cl)cc12 (stereo not drawn) | 51 | 80 | 66 | 39 | 52 | 70 | 34 | 79
Cc1cccc(Cc2cnc(NC(=O)c3ccc4nnsc4c3)s2)c1 | 65 | 97 | 35 | 75 | 87 | . | 96 | 80
Cc1ccc(S(=O)(=O)NC(=O)NCc2ccco2)cc1 | 111 | 104 | . | 91 | 100 | 101 | 100 | 103
CSc1ccc(C2SCC(=O)N2NC(=O)C(O)(c2ccccc2)c2ccccc2)cc1 (stereo not drawn) | 90 | 90 | 85 | 90 | 101 | 87 | 95 | 93
Cc1ccc2c(N/N=C\c3ccco3)cc(C)nc2n1 | 35 | 95 | 46 | 40 | . | 5.2* | 46 | 83
CCOC(=O)C(CC)C(C)=O (stereo not drawn) | 105 | 97 | 107 | 90 | . | . | 100 | 112
O=C(CN1CCOCC1)Nc1ccc(-n2cc(-c3ccncc3)c(-c3ccc(Cl)c(O)c3)n2)cc1 | 96 | 99 | 98 | 110 | 101 | 111 | 105 | 99
CC(=O)OCCCC(COC(C)=O)OC(C)=O (stereo not drawn) | 95 | 105 | 104 | 95 | 106 | 103 | 96 | 117
CC1(C(Cl)Cl)C=CC(=O)C=C1 | 97 | 98 | 106 | . | . | 98 | 98 | 104
COc1ccc2c(c1)Cc1ccccc1C2=O | 106 | 96 | 97 | 98 | 91 | 103 | 95 | 103
CCCC(=O)OCc1ccco1 | 97 | 102 | 98 | 85 | 96 | 86 | 100 | 104
Cc1ccc(OCCOCCOCCOc2ccc(C)n(O)c2=S)c(=S)n1O | 36 | 58 | 31 | 81 | 25 | 11 | 30 | 30
O=C1CC(=NCC(=O)n2c(-c3ccccc3)nc3ccccc32)NN1 | 104 | 97 | 90 | 99 | 77 | 107 | 114 | 89
CC1(C)Oc2cc3oc(C(=O)O)cc(=O)c3cc2-c2ccccc21 | 97 | 98 | 98 | 71 | . | 96 | 99 | 105
COc1ccc(C2NC(=S)Nc3c2c(=O)n(-c2ccccc2)c2ccccc32)cc1 (stereo not drawn) | 110 | 88 | 96 | . | 97 | 85 | 93 | 101
COc1ccc(S(=O)(=O)NC2C3c4ccccc4C(c4ccccc43)C2O)cc1OC (stereo not drawn) | 104 | 103 | 99 | 104 | 98 | 96 | 104 | 101
Cc1ccc(-c2nc3nc(-c4ccccc4)nc(N4CCCN(S(C)(=O)=O)CC4)c3o2)cc1 | 71 | 89 | 72 | 85 | 94 | 64 | 39 | 67
Cc1ccc([C@@H]2C[C@@H]3Cc4ccccc4N2O3)o1 | 113 | 103 | 106 | 78 | 90 | 99 | 101 | .
CN(C)c1ccc(/C=C/c2nc3ccccc3c(=O)n2CC(=O)Nc2ccc(Cl)cc2)cc1 | 65 | 56 | 9.3* | -14* | 80 | 89 | 44 | 25
NC(=S)N/N=C/c1ccc(Cl)cc1 | 108 | 99 | 99 | 91 | . | . | 106 | 113
COc1cc(-c2nc3sccn3c2-c2ccnc(NCCNS(=O)(=O)c3ccccc3)n2)ccc1F | 39 | 19 | 41 | 48 | 61 | 31 | 45 | 73
CC(=O)OCC1CCCO1 (stereo not drawn) | 110 | 101 | 98 | 97 | 96 | 107 | . | 95
CCN(c1ccc(Cl)cc1)c1nc(-c2ccc(Br)cc2)cs1 | 100 | 102 | 103 | 90 | 84 | 82 | 93 | 93
O=C(CSc1nnc(-c2cccs2)n1-c1ccccc1)Nc1ccccc1 | 88 | 80 | 72 | 53 | 77 | 94 | 88 | 47
C[C@H]1[C@H](OC(=O)CCC(=O)O)O[C@@H]2O[C@]3(C)CC[C@H]4[C@H](C)CC[C@@H]1[C@@]24OO3 | 40 | 28 | -49* | 42 | 29 | 40 | 42 | .
CCSCCC(NC(C)=O)/C(C)=N/NC(N)=S (stereo not drawn) | 99 | 100 | 95 | 87 | 100 | 95 | 92 | 92
CN1CCN(Cc2ccc(NC(=O)c3cncc(C#Cc4cncn5ccnc45)c3)cc2C(F)(F)F)CC1 | 7.2* | . | 4.7* | 39 | 87 | 36 | 74 | 81
O=C(O)C1CCC(c2ccccc2)N1 (stereo not drawn) | 101 | 108 | 99 | 87 | 96 | 97 | 78 | 78
COc1cc(-c2nc(SCCC(C)C)nc(N3CCN(C)CC3)c2C#N)cc(OC)c1OC | . | 56 | 31 | 74 | 73 | 48 | 70 | 109
CCCCN[C@H]1CC[C@@]2(C)[C@@H](CC[C@@]3(C)[C@H]2[C@H](O)C[C@H]2/C(=C(\CCC=C(C)C)C(=O)OC)[C@@H](OC(C)=O)C[C@@]23C)[C@@H]1C | 96 | 94 | 98 | 87 | 97 | 41 | 103 | 103
CC1(C)Cc2c(sc3ncn4nc(-c5ccc(O)cc5)nc4c23)CO1 | 87 | 57 | 75 | . | . | 70 | 63 | 79
NC(=O)N(CCO)CCO | 105 | 104 | 99 | 105 | . | . | . | 86
Cc1onc(-c2ccc3cc[nH]c3c2)c1C(=O)Nc1ncc([N+](=O)[O-])s1 | 87 | 42 | 89 | 43 | 88 | 74 | 85 | 75
Cc1c(CC(=O)OCCO)cc(-c2ccc(Cl)cc2)n1-c1ccccc1 | 109 | 89 | 94 | 97 | 96 | 99 | 94 | 95
COc1c(C(=O)Nc2ccccc2)cc(S(=O)(=O)N2CCCCC2)c(OC)c1OC | 95 | 83 | . | 86 | . | . | 91 | 96
COc1cccc(/C=N/NC(=O)c2ccccc2N2CCCC2)c1O | 48 | 58 | 25 | 48 | 42 | -14* | 71 | 47
O=C(/C=C/c1cn(-c2ccccc2)nc1-c1ccccc1)NNC(=O)Nc1ccc(Cl)cc1 | 100 | 93 | 92 | 121 | 93 | 97 | 105 | 100
COc1ccc2c(c1)c1nc3cc(C)c(C)cc3nc1n2CCN(C)C | 4.4* | 45 | . | 41 | 13 | 6.7* | -75* | 20
COc1ccc(-c2ccc(=O)n(-c3ccc(S(C)(=O)=O)cc3)n2)cc1OC | 95 | 95 | 96 | 82 | . | . | 105 | 98
CCn1c2ccc(O)cc2c2c(C)c3c[n+](CCCCCC(N)=O)ccc3c(C)c21 | 79 | 85 | 65 | . | 82 | . | 73 | .
O=C(N=Nc1c(O)[nH]c2ccccc12)C(=O)N=Nc1c(O)[nH]c2ccccc12 | 100 | 108 | 96 | 71 | 101 | 95 | 111 | 101
COCCc1sc[n+](Cc2cnc(C)nc2N)c1C | 106 | 101 | 97 | 123 | 98 | 112 | 96 | 102
COc1cc2cc(Oc3ccc(NC(=O)Nc4cc(C(F)(F)F)cc(C(F)(F)F)c4)cc3)c(C)nc2cc1OCCN(C)C | 107 | 102 | 108 | 127 | 106 | 110 | 104 | 101
CC1(C)OC(=O)C(=Cc2ccc(Br)cc2)C(=O)O1 | 98 | 95 | 97 | 81 | 89 | 103 | 93 | 86
O=C(O)c1cn(C2CC2)c2cc(N3CCN(C(=O)CN4C(=O)CSC4=O)CC3)c(F)cc2c1=O | 108 | 102 | 102 | 104 | 74 | . | 93 | 76
Nc1nc(Nc2cccc(F)c2)nc2ccccc12 | 23 | 16 | 17 | -2.5* | . | 26 | 46 | 66
O=[N+]([O-])c1cccc(-c2cc(-c3cc(Br)ccc3O)[nH]n2)c1 | 36 | 6.3* | 6.5* | 4.5* | 18 | 8.0* | 22 | 25
CC1(C)N=C(c2ccccc2)C(c2ccccc2)=N1 | 106 | 103 | 102 | . | 122 | 95 | 99 | 99
O=S(=O)(NCCNc1cc(-c2c(-c3cccc(O)c3)nc3sccn23)ccn1)c1ccc(F)cc1 | 70 | 30 | 63 | 67 | 62 | 39 | 61 | 110
Cc1ccc(NC2C(=O)NC(=O)NC2=O)cc1 | 105&104 | 120&95 | 96&97 | 86 | 100&111 | 100 | 104&100 | 102&106
Cc1cccc(NC=O)c1C | 101 | 99 | 99 | 109 | . | 100 | 100 | 111
O=C1Nc2ccccc2/C1=C/c1cccn1C(=O)c1ccc(Cl)s1 | 82 | 70 | 79 | 70 | 23 | 27 | 23 | 52
C/C(=N/NC(N)=O)c1ccccc1 | 102 | 104 | 105 | . | 88 | 102 | 105 | 100
New compounds follow:
SMILES | M14 | SK-MEL-5 | LOX IMVI | HOP-92 | EKVX | CCRF-CEM | A549/ATCC | HOP-62
CCc1c(C(=O)NCc2cccc(Cl)c2)[nH]c(C)c1C(C)=O | 89 | 91 | 100 | 85 | 89 | 100 | 97 | 88
CCOC(=O)c1ccc2nc(C(F)(F)F)c(C(=O)c3cccs3)nc2c1 | 106 | 103 | 102 | . | 91 | 99 | 102 | 113
Cn1c(=O)c2c(-c3ccccc3F)n(-c3ccc4c(c3)OCO4)cc2n(C)c1=O | 117 | 67 | 96 | . | 88 | . | 100 | 102
CCN1CCN(CCCN(C[C@H]2Cc3ccccc3CN2)[C@H]2CCCc3cccnc32)CC1 | 87 | 98 | 74 | 60 | 84 | 80 | 91 | 65
Cc1nn(-c2ccccc2)c(Sc2nnc(Nc3c(C)n(C)n(-c4ccccc4)c3=O)s2)c1C=O | 104 | 104 | 89 | 130 | 113 | 95 | 104 | 119
COC(=O)c1cc(C(C)=O)n2c1ccc1c3ccccc3ccc12 | 101 | 90 | 66 | 106 | 81 | 101 | 69 | 59
Nc1nc(Cl)c(C=O)c(Nc2ccccc2)n1 | 101 | 104 | 86 | 109 | 72 | 107 | 100 | 88
COC(=O)c1ccc(C)c([N+](=O)[O-])c1 | 112 | 111 | 101 | 96 | 84 | 106 | 114 | 101
CSc1nnc2sc3cc(C)ccc3n12 | 110 | 102 | 101 | 68 | . | 95 | 101 | 103
COc1ccc(C(=O)O)cc1C(=O)O | 93 | 106 | 93 | 108 | 99 | 109 | 84 | 99
Cc1ccc2oc(=O)cc(-c3sc(N4CCCC4)nc3-c3ccccc3)c2c1 | 99 | 93 | 93 | 88 | 104 | 93 | 92 | 95
CC1CCC(C(C)C)/C(=N/NC(=O)CC#N)C1 (stereo not drawn) | 102 | 105 | 101 | 97 | . | 95 | 98 | 97
O=C(N/N=C/c1c(Cl)cccc1Cl)c1ccc(C(F)(F)F)nc1Nc1cccc(C(F)(F)F)c1 | 24 | 7.7* | 3.0* | 7.3* | 17 | -8.5* | 19 | 28
CCCCN(CCCC)Cc1cc(CN(CCCC)CCCC)c(O)c(CN(CCCC)CCCC)c1 | 98 | 95 | 95 | 81 | 94 | 95 | 97 | 91
Cc1ccc(N)cc1S(=O)(=O)Nc1ccccc1 | 109 | 112 | 103 | 108 | 104 | 100 | 104 | 109

Arranged by formula weight (falling): part of the list above.
SMILES | M14 | SK-MEL-5 | LOX IMVI | HOP-92 | EKVX | CCRF-CEM | A549/ATCC | HOP-62
O=C(N/N=C/c1c(Cl)cccc1Cl)c1ccc(C(F)(F)F)nc1Nc1cccc(C(F)(F)F)c1 | 24 | 7.7* | 3.0* | 7.3* | 17 | -8.5* | 19 | 28
CCCCN(CCCC)Cc1cc(CN(CCCC)CCCC)c(O)c(CN(CCCC)CCCC)c1 | 98 | 95 | 95 | 81 | 94 | 95 | 97 | 91
Cc1nn(-c2ccccc2)c(Sc2nnc(Nc3c(C)n(C)n(-c4ccccc4)c3=O)s2)c1C=O | 104 | 104 | 89 | 130 | 113 | 95 | 104 | 119
CCN1CCN(CCCN(C[C@H]2Cc3ccccc3CN2)[C@H]2CCCc3cccnc32)CC1 | 87 | 98 | 74 | 60 | 84 | 80 | 91 | 65
Cn1c(=O)c2c(-c3ccccc3F)n(-c3ccc4c(c3)OCO4)cc2n(C)c1=O | 117 | 67 | 96 | . | 88 | . | 100 | 102
Cc1ccc2oc(=O)cc(-c3sc(N4CCCC4)nc3-c3ccccc3)c2c1 | 99 | 93 | 93 | 88 | 104 | 93 | 92 | 95
CCOC(=O)c1ccc2nc(C(F)(F)F)c(C(=O)c3cccs3)nc2c1 | 106 | 103 | 102 | . | 91 | 99 | 102 | 113
Cc1ccc(N)cc1S(=O)(=O)Nc1ccccc1 | 109 | 112 | 103 | 108 | 104 | 100 | 104 | 109
Nc1nc(Cl)c(C=O)c(Nc2ccccc2)n1 | 101 | 104 | 86 | 109 | 72 | 107 | 100 | 88
CC1CCC(C(C)C)/C(=N/NC(=O)CC#N)C1 (stereo not drawn) | 102 | 105 | 101 | 97 | . | 95 | 98 | 97
COC(=O)c1ccc(C)c([N+](=O)[O-])c1 | 112 | 111 | 101 | 96 | 84 | 106 | 114 | 101

Further records.
SMILES | M14 | SK-MEL-5 | LOX IMVI | HOP-92 | EKVX | CCRF-CEM | A549/ATCC | HOP-62
O=C(CBr)c1c2c(cc3c1CCCC3)CCCC2 | 83 | 90 | 46 | . | . | 45 | 96 | 90
O=C(NC1C(O)OC(CO)C(O)C1O)NS(=O)(=O)c1ccc(CCNC(=O)c2ccc(Cl)cc2Cl)cc1 (stereo not drawn) | 104 | 104 | 96 | 120 | 98 | 108 | 101 | 108
CC(=O)C(C)CCc1ccccn1 (stereo not drawn) | 102 | 112 | 102 | . | 107 | 100 | 100 | 111
COc1ccc(Oc2nc(NC3CC3)nc(Oc3ccc(OC)cc3)n2)cc1 | 111 | 93 | 100 | . | . | 99 | 93 | 121
CCOC(=O)c1nnn(-c2ccccc2)c1C1=CN(C)CCC1 | . | 105 | 97 | 108 | 99 | 109 | 100 | 100

Source: PubChem (NCI)
